Screens as filed in PubChem.
Nrf2 activator – qHTS of Nrf2 Activators; AREc32 ARE-luciferase reporter (MCF7-derived line), luminescence, 24 h; 410,000 compounds, 0.31% hits; Potency, µM (top dose mostly 46.1 µM), for inactives: at the highest dose activation, most hits filed as activators; AID 624171, 2012; also: potency is read from the fitted curve at half-maximal effect; % of control where 0% means no effect; nearly all actives have a fitted effect of over 65% in size
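Steps: seed AREc32_Fluc cells (1000/well, 5% FBS OPTI-MEM); incubate overnight at 37 deg C; add 23 nL compound; incubate 24 hr; add Steady-Glo; hold 30 min RT; read luminescence.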
A549 tox – Nrf2 qHTS screen for inhibitors: counterscreen for cytotoxicity. 390,000 compounds, 0.16% hits. Potency, µM (series often up to 46 µM), without a hit: at the top dose activity change, negative = cytotoxicity, actives largely listed as inhibitors. A549 ARE-Fluc cells, CellTiter-Fluor viability, 18-24 h. AID 504648, 2011; also: potency is read from the fitted curve at half-maximal effect; % is scaled to controls: 0 for no effect and ±100 for the full control effect
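Cytotoxicity counterscreen: CellTiter-Fluor fluorescence was measured in A549 ARE_Fluc cells after 18-24 h of compound exposure in a concentration series. The subsequent BugLite luminescent read reports ARE-luciferase activity.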
TGFb inhibitor – qHTS for Inhibitors of TGF-b | HepG2 CAGA-GFP TGF-b/SMAD3 reporter, GFP fluorescence, 18 h; TGF-beta stimulated, 500 pg/mL final | 410,000 compounds, 1.2% hits | Potency, µM (highest dose often 46.1 µM), for inactives: top-dose activity, negative = inhibition, usual class: inhibitors; also: potency is read from the fitted curve at half-maximal effect; % is scaled to controls: 0 for no effect and ±100 for the full control effect; nearly all actives have a fitted effect of over 65% in size
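Smad-responsive CAGA-GFP expression was quantified in HEPG2 cells exposed to compounds and 500 pg/mL final TGF-beta for 18 h at 37 degrees C; unstimulated wells defined full inhibition.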
Nrf2 inh – Nrf2 qHTS screen for inhibitors. 360,000 compounds, 2.1% hits. Potency, µM (series often up to 46 µM), without a hit: at the top dose activity change, negative = inhibition, usual class: inhibitors. AID 504444, 2011. A549 ARE-Fluc reporter, luciferase luminescence, 18-24 h; also: potency is read from the fitted curve at half-maximal effect; % is scaled to controls: 0 for no effect and ±100 for the full control effect; nearly all actives have a fitted effect of over 60% in size
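In this cell-based qHTS, ARE-driven firefly luciferase in A549 cells reports Nrf2 activity; the luminescent signal after BugLite lysis is the measured value, with a prior CellTiter-Fluor read for cell health.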
EPAC2 agonist – qHTS for Agonist of cAMP-regulated guanine nucleotide exchange factor 4 (EPAC2): primary screen | Rap guanine nucleotide exchange factor 4 (Homo sapiens), Q8WZA2 | EPAC2 activation, biochemical qHTS; response scale: 100% = 6.5 mM cAMP response | Potency, µM (series often up to 154 µM), without a hit: at the top dose activation, usual class: activators | 360,000 compounds, 0.079% hits | AID 720711, 2013; also: potency is read from the fitted curve at half-maximal effect; nearly all actives have a fitted effect of over 50% in size
Target sequence (Q8WZA2 whole entry, looked up): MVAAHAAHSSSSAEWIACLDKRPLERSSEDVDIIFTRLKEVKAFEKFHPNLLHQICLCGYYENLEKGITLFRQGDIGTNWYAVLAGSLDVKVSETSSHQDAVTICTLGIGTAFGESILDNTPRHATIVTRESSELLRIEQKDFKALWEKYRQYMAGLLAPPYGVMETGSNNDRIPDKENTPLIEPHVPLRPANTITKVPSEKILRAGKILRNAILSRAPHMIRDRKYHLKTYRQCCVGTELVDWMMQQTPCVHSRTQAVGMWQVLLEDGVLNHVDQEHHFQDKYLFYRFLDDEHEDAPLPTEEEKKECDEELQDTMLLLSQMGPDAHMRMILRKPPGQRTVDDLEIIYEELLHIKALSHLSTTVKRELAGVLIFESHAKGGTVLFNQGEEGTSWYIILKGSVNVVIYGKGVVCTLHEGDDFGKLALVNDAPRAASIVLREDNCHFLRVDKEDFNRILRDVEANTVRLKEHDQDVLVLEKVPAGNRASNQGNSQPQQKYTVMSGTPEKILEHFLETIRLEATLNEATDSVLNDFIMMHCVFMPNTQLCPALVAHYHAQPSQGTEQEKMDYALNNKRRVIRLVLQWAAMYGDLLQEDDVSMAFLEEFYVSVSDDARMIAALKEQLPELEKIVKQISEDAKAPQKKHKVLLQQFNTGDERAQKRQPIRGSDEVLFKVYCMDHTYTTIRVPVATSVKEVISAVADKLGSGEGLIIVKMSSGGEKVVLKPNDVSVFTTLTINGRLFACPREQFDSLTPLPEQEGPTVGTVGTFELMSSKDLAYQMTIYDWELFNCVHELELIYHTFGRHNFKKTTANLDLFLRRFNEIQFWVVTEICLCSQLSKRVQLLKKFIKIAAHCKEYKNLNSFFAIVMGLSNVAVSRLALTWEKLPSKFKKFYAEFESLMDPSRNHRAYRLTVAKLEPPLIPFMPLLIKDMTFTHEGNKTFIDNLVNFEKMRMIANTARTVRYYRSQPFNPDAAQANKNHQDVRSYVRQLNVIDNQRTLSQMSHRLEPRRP
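Guanine nucleotide exchange by EPAC2 is measured as reduced fluorescence of BODIPY-GDP once it is released from 250 nM Rap1B. Plates are read kinetically for 30 min at room temperature; results are scaled to 6.5 mM cAMP.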
CCT chaperon mod – High-Throughput Screening for Modulators of Cytosolic Chaperonin Activity. purified chaperonin ATPase assay, HTRF ADP detection, 30 min. activity change, % (concentration not given with the values), hits read low. 360,000 compounds, 0.3% hits. AID 651819, 2012; in the data active = activity change below about -30%; also: % is scaled to controls: 0 for no effect and ±100 for the full control effect
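We incubate TRiC, 40 or 20 nM final, with library compounds at 76 uM and 10 uM ATP for 30 min at 37 °C. ADP formed is detected with Transcreener HTRF reagents after 30 min at room temperature.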
EPAC2 antag – qHTS for Antagonist of cAMP-regulated guanine nucleotide exchange factor 2 (EPAC2): primary screen; Potency, µM (titrated, usually from 114 µM), inactives show top-dose activity, negative = inhibition, usual class: inhibitors; 360,000 compounds, 0.18% hits; Rap guanine nucleotide exchange factor 4 (Homo sapiens), Q8WZA2; EPAC2 GEF exchange of Rap1B-BODIPY-GDP, fluorescence; also: potency is read from the fitted curve at half-maximal effect; % is scaled to controls: 0 for no effect and ±100 for the full control effect; nearly all actives have a fitted effect of over 45% in size; many of its hits are not listed in these tables
pAkt inh – HTS Assay for Inhibitors of Akt Phophorylation: Primary Screen; 360,000 compounds, 0.32% hits; activity change, % for hits at 50 µM; Neuro2A IGF-stimulated pAkt S473 HTRF, 20 min; active compounds read low; in the data active = activity change below about -80%; inconclusive = mostly about -51% to -80%; also: % is scaled to controls: 0 for no effect and ±100 for the full control effect
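Neuro2A cells (4,500/well, DMEM with 0.5% FBS) were treated with compound at a single 50 µM final concentration, stimulated with 6 nM IGF for 20 min at 37 °C, and lysed. Phospho-Akt Ser473 was read by HTRF as 665/615 ratio ×10^4.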
Mm-Cpn inhibitor – Inhibitors of TCP-1 ring complex (TRiC) of Methanococcus maripaludis (MmCpn): qHTS; purified Mm-Cpn ATPase, ADP Transcreener TR-FRET; Chaperonin Mm-Cpn (Methanococcus maripaludis); Potency, µM (titrated, usually from 76.9 µM), without a hit: at the highest dose activity, negative = inhibition, most hits filed as inhibitors; 330,000 compounds, 0.031% hits; also: potency is read from the fitted curve at half-maximal effect; % is scaled to controls: 0 for no effect and ±100 for the full control effect; nearly all actives have a fitted effect of over 80% in size
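Purified archaeal chaperonin (25 nM final) was preincubated with compound for 10 min at 37°C, then ATP (10 uM final) was added for 30 min at 37°C in Tris pH 7.4/KCl/MgCl2/DTT buffer. ADP was quantified by HTRF Transcreener TR-FRET.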
Starred values were filed as active, the others as inactive; [ ] = dose if it differs, or a comment. Unless noted, calls follow the shape of the dose curve; as a rule, active = well fitted curve in the direction sought with a large enough effect; inconclusive = small, poorly fitted or top-dose-only effect, or another doubt; inactive = no such curve, though single readings can be large; an effect the other way counts as inactive or inconclusive.

Start of the listing, in advance:
Screening COc1cc(C(=O)NCC(c2cccs2)N2CCOCC2)cc(Br)c1OCc1ccccc1 (stereo not given) returned Nrf2 activator 2.9%, A549 tox -13%, TGFb inhibitor inconclusive, Nrf2 inh inconclusive, EPAC2 agonist 15%, CCT chaperon mod -2.1, EPAC2 antag -10%, pAkt inh inactive and Mm-Cpn inhibitor -4%.
Screening COc1ccc(/C=C(\NC(=O)c2ccccc2)C(=O)NCc2ccco2)cc1OC returned Nrf2 activator -0.3%, A549 tox 0%, TGFb inhibitor 1%, Nrf2 inh -3%, EPAC2 agonist 1%, CCT chaperon mod -2.7, EPAC2 antag 9%, pAkt inh inactive and Mm-Cpn inhibitor 2%.

All compounds of this part, from the start:
Screening COc1cc(C(=O)NCC(c2cccs2)N2CCOCC2)cc(Br)c1OCc1ccccc1 (stereo not given) returned Nrf2 activator 2.9%, A549 tox -13%, TGFb inhibitor inconclusive, Nrf2 inh inconclusive, EPAC2 agonist 15%, CCT chaperon mod -2.1, EPAC2 antag -10%, pAkt inh inactive and Mm-Cpn inhibitor -4%.
Screening COc1ccc(/C=C(\NC(=O)c2ccccc2)C(=O)NCc2ccco2)cc1OC returned Nrf2 activator -0.3%, A549 tox 0%, TGFb inhibitor 1%, Nrf2 inh -3%, EPAC2 agonist 1%, CCT chaperon mod -2.7, EPAC2 antag 9%, pAkt inh inactive and Mm-Cpn inhibitor 2%.
`CCN(C(=O)c1ccc2c(c1)OCO2)C12CC3CC(CC(C3)C1)C2` gave Nrf2 activator -0.2%, A549 tox 7%, TGFb inhibitor inconclusive, Nrf2 inh inconclusive, EPAC2 agonist 18%, CCT chaperon mod -1.5, EPAC2 antag -28%, pAkt inh inactive and Mm-Cpn inhibitor -4%.
Cc1ccc(S(=O)(=O)N2CCCN(C)CC2)cc1 was read as Nrf2 activator -0.6%, A549 tox 11%, TGFb inhibitor -13%, Nrf2 inh 27%, EPAC2 agonist 0%, CCT chaperon mod -0.2, EPAC2 antag 2%, pAkt inh inactive and Mm-Cpn inhibitor 0%.
COc1ccc(C(=O)N2CCN(S(=O)(=O)c3ccc(Br)cc3)CC2)cc1 was read as Nrf2 activator 0.1%, A549 tox -5%, TGFb inhibitor 1%, Nrf2 inh -22%, EPAC2 agonist 5%, CCT chaperon mod 0.5, EPAC2 antag -12%, pAkt inh inactive and Mm-Cpn inhibitor 1%.
Screening O=C(NCCCN1CCCC1=O)c1cc2ccccc2o1 returned Nrf2 activator 0.1%, A549 tox 2%, TGFb inhibitor 12%, Nrf2 inh -16%, EPAC2 agonist 7%, CCT chaperon mod -1.3, EPAC2 antag 1%, pAkt inh inactive and Mm-Cpn inhibitor -1%.
`Cc1ccc(NC(=S)N(CCCN(C)C)Cc2cc3cc4c(cc3[nH]c2=O)OCO4)cc1` gave Nrf2 activator -0.4%, A549 tox 1%, TGFb inhibitor -2%, Nrf2 inh -1%, EPAC2 agonist 15%, CCT chaperon mod 1.7, EPAC2 antag 1%, pAkt inh inactive and Mm-Cpn inhibitor 1%.
For CC(C(=O)OCC(=O)c1cccc([N+](=O)[O-])c1)N1C(=O)C2C3CCC(C3)C2C1=O (stereo not given) the results were Nrf2 activator -0.5%, A549 tox -1%, TGFb inhibitor 2%, Nrf2 inh 6%, EPAC2 agonist -4%, CCT chaperon mod 0.5, EPAC2 antag 16%, pAkt inh inactive and Mm-Cpn inhibitor 3%.
For O=C(Cn1cnc2sc(-c3ccccc3)cc2c1=O)N1CCOCC1 the results were Nrf2 activator 0.0%, A549 tox 0%, TGFb inhibitor 21%, Nrf2 inh 8%, EPAC2 agonist 12%, CCT chaperon mod -2.4, EPAC2 antag -1%, pAkt inh inactive and Mm-Cpn inhibitor 0%.
For Cc1ccc2[nH]c(=O)c3cc(C(=O)N4CCN(C(=O)c5ccco5)CC4)sc3c2c1 the results were Nrf2 activator -0.1%, A549 tox 2%, TGFb inhibitor 3%, Nrf2 inh 1%, EPAC2 agonist inconclusive, CCT chaperon mod -2.2, EPAC2 antag 4%, pAkt inh inactive and Mm-Cpn inhibitor -4%.
Screening CCCCCCC1CC(=O)NC(=S)N1 (stereo not given) returned Nrf2 activator -0.9%, A549 tox -1%, TGFb inhibitor -3%, Nrf2 inh 1%, EPAC2 agonist 6%, CCT chaperon mod -2.0, EPAC2 antag -1%, pAkt inh inactive and Mm-Cpn inhibitor -4%.
Screening c1ccc(CNc2nc(N3CCOCC3)nc(N3CCOCC3)n2)cc1 returned Nrf2 activator -0.8%, A549 tox 2%, TGFb inhibitor -19%, Nrf2 inh -20%, EPAC2 agonist 4%, CCT chaperon mod -0.3, EPAC2 antag -5%, pAkt inh inactive and Mm-Cpn inhibitor 0%.
Screening CC(=O)c1ccc(NC(=O)Cn2nc(C)c([N+](=O)[O-])c2C)cc1 returned Nrf2 activator -0.4%, A549 tox -1%, TGFb inhibitor -7%, Nrf2 inh 0%, EPAC2 agonist -2%, CCT chaperon mod -5.2, EPAC2 antag -1%, pAkt inh inactive and Mm-Cpn inhibitor 1%.
Screening CSc1ccc(CCNC(=O)c2ccc3c(c2)c(C)c(C)n3Cc2ccc(F)cc2)cc1 returned Nrf2 activator -0.6%, A549 tox 2%, TGFb inhibitor -17% and Nrf2 inh 8%.
For CCC(=O)Nc1ccc2c(c1)Cc1cc(NC(=O)CC)ccc1-2 the results were Nrf2 activator -0.8%, A549 tox -9%, TGFb inhibitor 4%, Nrf2 inh inconclusive, EPAC2 agonist 7%, CCT chaperon mod -0.4, EPAC2 antag 2%, pAkt inh inactive and Mm-Cpn inhibitor 2%.
For CN1CC(=O)N(CC(=O)Nc2ccc(Br)cc2F)C1=O the results were Nrf2 activator -0.1%, A549 tox 10%, TGFb inhibitor 0%, Nrf2 inh 5%, EPAC2 agonist 2%, CCT chaperon mod -1.3, EPAC2 antag -2%, pAkt inh inactive and Mm-Cpn inhibitor -2%.
Screening CCC(=O)N(c1nnc(SCC(=O)Nc2ccccc2Cl)s1)C1CC1 returned Nrf2 activator -0.4%, A549 tox 3%, TGFb inhibitor -1%, Nrf2 inh -17%, EPAC2 agonist 8%, CCT chaperon mod -2.2, EPAC2 antag -14%, pAkt inh inactive and Mm-Cpn inhibitor -1%.
Screening CC(=O)c1sc(NC(=O)C2(F)C(F)(F)C(F)(F)C(F)(F)C(F)(F)C2(F)F)nc1C returned Nrf2 activator 7.2%, A549 tox inconclusive, TGFb inhibitor 2.8µM*, Nrf2 inh 5.8µM*, EPAC2 agonist -33%[inhibitor], CCT chaperon mod -0.5, EPAC2 antag -4%, pAkt inh inactive and Mm-Cpn inhibitor 1%.
COc1ccccc1CNC(=O)CCCCn1c(=O)c2ccccc2n(Cc2ccccc2C)c1=O was read as Nrf2 activator -0.4%, A549 tox -3%, TGFb inhibitor 4% and Nrf2 inh inconclusive.
CSCCC(NC(=O)c1occc1C)C(=O)O (stereo not given) was read as Nrf2 activator -0.4%, A549 tox 3%, TGFb inhibitor -9%, Nrf2 inh 7%, EPAC2 agonist 18%, CCT chaperon mod 0.5, EPAC2 antag 25%[57.1 µM], pAkt inh inactive and Mm-Cpn inhibitor 1%.
Screening CN(Cc1ccc(Cl)cc1)C(=O)COC(=O)CSc1ccc([N+](=O)[O-])cc1 returned Nrf2 activator -0.3%, A549 tox -8%, TGFb inhibitor -6%, Nrf2 inh -5%, EPAC2 agonist 2%, CCT chaperon mod -1.1, EPAC2 antag -3%, pAkt inh inactive and Mm-Cpn inhibitor 0%.
For COC(=O)C1(C)NC(c2cccc(C)c2)C2C(=O)N(c3ccc(F)cc3)C(=O)C21 (stereo not given) the results were Nrf2 activator 0.2%, A549 tox 7%, TGFb inhibitor -17%, Nrf2 inh 3%, EPAC2 agonist -1%, CCT chaperon mod 0.9, EPAC2 antag 2%, pAkt inh inactive and Mm-Cpn inhibitor 0%.
`COCCNC(=O)C(c1ccc(C)o1)N(C(=O)c1snc(C(N)=O)c1N)c1ccc(C)cc1` (stereo not given) gave Nrf2 activator 0.4%, A549 tox -6%, TGFb inhibitor 7%, Nrf2 inh -6%, EPAC2 agonist -1%, CCT chaperon mod -1.1, EPAC2 antag -1%, pAkt inh inactive and Mm-Cpn inhibitor -1%.
Screening Cc1cc(C)nc(N(C#N)Cc2ccccc2)n1 returned Nrf2 activator 3.1%, A549 tox 4%, TGFb inhibitor -2%, Nrf2 inh -15%, EPAC2 agonist 8%, CCT chaperon mod 0.1, EPAC2 antag -1%, pAkt inh inactive and Mm-Cpn inhibitor -20%.
O=C(c1n[nH]c2ccccc12)N1CCN(S(=O)(=O)c2ccc(Cl)cc2)CC1 was read as Nrf2 activator -0.8%, A549 tox -8%, TGFb inhibitor 3%, Nrf2 inh inconclusive, EPAC2 agonist 11%, CCT chaperon mod -0.8, EPAC2 antag -7%, pAkt inh inactive and Mm-Cpn inhibitor 0%.
Screening CNC(=O)c1sc2nc(-c3ccc(OC)cc3)cn2c1C returned Nrf2 activator 0.0%, A549 tox inconclusive, TGFb inhibitor -20%, Nrf2 inh 12%, EPAC2 agonist 3%, CCT chaperon mod 0.9, EPAC2 antag -11%, pAkt inh inactive and Mm-Cpn inhibitor 2%.

These rows are one share of the data; count on the stated rates, not on these rows.
